Screening results: PubChem, Broad Institute
PGC1a acetyl inh – PGC1a acetylation modulation, inhibitor mode | U2OS PGC1a acetylation, AlphaScreen anti-acetyl-lysine; with virally co-expressed GCN5 acetyltransferase | inhibition, % at 15.6 µM | 0.17% of 350,000 active | AID 651687;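 active means every replicate shows inhibition of at least 40%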;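 further: 0% = neutral control wells and 100% = positive control wells; some results beyond the cut were filed as inactive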
C2C12 statin – suppression of simvastatin myotoxicity. C2C12 myotubes + simvastatin, ATP luminescence, 48 h; scaled: DMSO 0, geranylgeraniol control 100. rescue of ATP level, % at 7.49 µM. 0.78% of 330,000 active. AID 602340;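 active means mean ATP rescue above about 67%, or every replicate alone reaching that limit, limit read from the data, passing the limit was not always enough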;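 further: myotubes were challenged with 10 µM simvastatin during compound exposure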
PglD DTNB – inhibitors of Campylobacter jejuni PglD acetyltransferase; 0.098% of 360,000 active; AID 602405; purified PglD enzyme, DTNB colorimetric CoA detection; inhibition, % at 12.5 µM; in the data active means inhibition above about 16%, passing the limit was not always enough; further: strong numbers were not always called active
PAX8 inh HTS – inhibitors of PAX8 transcriptional activity in RMG-I cells. RMG-I TPO-luciferase reporter, SteadyGlo, 24 h. inhibition, % at 12.6 µM. 1.2% of 360,000 active. AID 652154;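 active means mean replicate inhibition at least 60% with every replicate also reaching 60%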;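 further: luciferase light reporting Pax8 driven TPO promoter activity; plate controls were median of neutral control wells for no effect and mitoxantrone controls for full effect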
Cneo AK release – causes C. neoformans cell lysis; lysis activity, % at 15 µM; AID 651654; adenylate kinase release luminescence, 4 h; normalised: neutral wells 0, clomiphene wells 100; 0.2% of 360,000 active;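 active means mean lysis activity across replicates of at least 80%, whatever share of replicates individually reach that level; inactive means mean lysis activity below 80%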
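Material – log-phase Cryptococcus neoformans yeast cells · Input – 5 × 10^6 yeast cells/mL · Medium – fresh YPD growth medium · Doses – single compound concentration per well · Timing – static 4 h at 37 °C with compound, 1 h detection · Detection – adenylate kinase release luminescence · Read-out – signal increase indicating cell lysis · Control set – Clomiphene as positive lysis control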
GSIS activator – primary screen for activators of insulin secretion dependent on glucose, INS-1E cells, GLuc reporter luminescence; INS-1E GLuc reporter insulin secretion, 2-3 h; activation, % at 16.6 µM; 0.61% of 370,000 active; AID 743287;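 active means lowest replicate activation of at least 40%, so every replicate reaches that level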;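 further: 0% = median of neutral control wells and 100% = median of IBMX positive control wells; some compounds called inactive have numbers as strong as hits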
LGR2 antag – blocks bursicon-induced cAMP signaling via Drosophila LGR2; HEK293 LGR2, CRE-luciferase, bursicon-stimulated, 4 h; inhibition, % at 9.99 µM; 0.35% of 380,000 active;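 active means drop in luminescence signal, shown as inhibition above about 50% in the replicate tests, limit read from the data, passing the limit was not always enough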;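 further: agonist challenge used bursicon conditioned medium at about half maximal strength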
ARNT-TACC3 inh – disruptors of human ARNT/TACC3 interaction; Q9Y6A5; AlphaScreen His-ARNT PAS-B/GST-TACC3 binding, luminescence; TACC3 fragment carries E629A point mutation; inhibition, % at 9.99 µM; AID 623870; 0.66% of 390,000 active;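 active means mean inhibition of replicates at least 50% and at least half of replicates each reaching 50%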;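 further: 0% = complete ARNT plus TACC3 wells and 100% = ARNT alone without TACC3; many hits fall short of the cut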
The depositor's hits bear a star; . = not tested or not shown.

Values run as follows: PGC1a acetyl inh, C2C12 statin, PglD DTNB, PAX8 inh HTS, Cneo AK release, GSIS activator, LGR2 antag, ARNT-TACC3 inh
C[C@@H]1CN([C@H](C)CO)C(=O)c2cc(NC(=O)CCC(F)(F)F)ccc2O[C@H]1CN(C)S(=O)(=O)c1cn(C)cn1
  -5, 18, 1, ., 45, 16, 3, -2
COc1ccccc1C#Cc1ccc2c(c1)[C@H]1[C@H](CCN1S(=O)(=O)c1ccccc1)[C@@H](CO)N2
  -8, ., ., -5, ., 16, 26, .
CCOC(=O)c1ccc(Oc2ccc(C(F)(F)F)cn2)cc1
  3, ., 16, -29, 1, 7, 23, -8
Cc1cccc(C)c1C(O)c1ncc(-c2ccccc2Cl)[nH]1 (stereo unspecified)
  ., -1, 5, -29, -1, -5, -1, .
O=C(Oc1ccc(-c2ccccc2)cc1)C1C2CCCCC21 (stereo unspecified)
  ., 4, -3, 27, -3, -6, -26, -10
CN(CCc1ccccc1)C1CCCN(S(=O)(=O)N(C)C)C1 (stereo unspecified)
  -4, -5, -2, -2, 2, 5, 3, 0
COc1ccccc1-c1ccc2c(c1)O[C@@H](CN(C)CC1CC1)[C@H](C)CN([C@@H](C)CO)S2(=O)=O
  -10, -128, ., ., ., 3, 1, .
O=S1CCCSC1c1cccnc1 (stereo unspecified)
  6, -12, 4, ., -1, 12, 2, -2
CO[C@@H](C(=O)N(C)C[C@H]1OCc2ccccc2-c2ccccc2C(=O)N([C@H](C)CO)C[C@@H]1C)c1ccccc1
  3, -3, 0, -6, -2, 6, 12, -4
CCc1ccccc1NC(=O)c1cc(-c2ccc(F)cc2)on1
  5, 10, 8, -17, -1, 20, -14, -9
COc1ccc(-c2ccc([C@H]3[C@H](C#N)N(C(=O)C4CCCC4)[C@H]3CO)cc2)cc1
  5, 6, -2, 1, -1, -5, -2, 0
O=C(O)c1ccc(C(=O)c2cc([N+](=O)[O-])cc([N+](=O)[O-])c2)cc1
  -5, 5, -4, 8, -1, -3, 1, 3
COC(=O)N(C)C[C@H]1OCc2ccccc2-c2c(n(C)c3ccccc23)C(=O)N([C@@H](C)CO)C[C@@H]1C
  -3, ., -1, ., -2, -11, 4, 5
C[C@@H]1CCCCO[C@H](CN(C)S(=O)(=O)c2ccccc2)[C@H](C)CN([C@@H](C)CO)C(=O)c2cc(NS(=O)(=O)c3ccc(F)cc3)ccc2O1
  -6, ., -3, 33, -1, 2, 12, -4
Cc1cccc2c(C(=O)n3cccn3)cc(-c3ccccc3Cl)nc12
  ., ., ., 22, ., 2, 22, -15
C[C@@H]1CN([C@@H](C)CO)C(=O)c2cc(N(C)C)ccc2O[C@@H](C)CCCCO[C@@H]1CN(C)C(=O)c1ccccc1
  5, -15, 0, -6, 1, 10, -10, -4
CC(C)C(C(=O)NCc1ccco1)N(Cc1ccco1)C(=O)CNS(=O)(=O)c1ccccc1 (stereo unspecified)
  ., 3, -2, 2, 0, -8, 11, 0
O=C(CCc1nnc(CCCCc2ccccc2)o1)N(CCO)Cc1ccccc1
  1, 3, -8, 4, -1, -8, 13, -1
CCCCN(Cc1ccccc1)C1CCN(Cc2ccccc2)CC1
  -11, -3, -10, 12, 3, 19, -4, -5
CNC(=O)c1csc(Cc2c(Cl)sc3ccc(Cl)cc23)n1
  2, -9, 1, 4, 2, ., 1, 1
Cc1ccc(S(=O)(=O)Nc2ccc3c(c2)CC(=O)N([C@H](C)CO)C[C@@H](C)[C@H](CN(C)C(=O)Nc2ccccc2)O3)cc1
  5, 29, -4, -16, 9, 11, -17, -4
Cc1nn2c(NCCN3CCOCC3)c3c(nc2c1-c1ccccc1)CCCC3
  17, ., -1, 1, -4, 0, -4, -7
CCCC(=O)Nc1ccc2c(c1)OC[C@H](C)N(Cc1cccc(F)c1)C[C@@H](C)[C@@H](OC)CN(C)C2=O
  -10, 10, 2, -2, 39, -31, 0, -3
CCCNC(=O)C[C@H]1C[C@H]2c3cc(NC(=O)CC4CC4)ccc3O[C@H]2[C@H](CO)O1
  3, -5, -2, ., -32, 5, -2, -3
Cc1ccc(-c2ccc([C@@H]3[C@@H](CO)N4C(=O)CN(C(=O)CN5CCOCC5)C[C@@H]34)cc2)cc1
  -2, ., ., 8, ., -9, 13, .
CC(C)COC(=O)c1ccc(NC(=O)C2C3C=CC(C3)C2C(=O)O)cc1 (stereo unspecified)
  -4, 7, 5, ., -2, 4, -70, 0
COc1ccc(C(=O)C2CC2c2ccc3c(c2)OCO3)cc1 (stereo unspecified)
  -38, 1, ., -14, ., 10, ., 0
CCC(C)[C@H]1COCCS(=O)(=O)N1Cc1ccccc1 (stereo partly specified)
  ., 1, 7, -15, 1, 5, 6, 16
C[C@@H]1CN([C@@H](C)CO)S(=O)(=O)c2ccc(C#C[C@@H](C)O)cc2O[C@H]1CN(C)C(=O)C1CCCCC1
  0, -3, 1, ., 0, 12, 20, 10
CSc1nc2ccc(NC(=O)c3ccc(=O)[nH]c3)cc2s1
  -7, -18, 2, 2, -2, 16, -4, 13

In another format: results already given.
Compound	PGC1a acetyl inh	C2C12 statin	PglD DTNB	PAX8 inh HTS	Cneo AK release	GSIS activator	LGR2 antag	ARNT-TACC3 inh
CNC(=O)c1csc(Cc2c(Cl)sc3ccc(Cl)cc23)n1	2	-9	1	4	2	.	1	1
Cc1ccc(S(=O)(=O)Nc2ccc3c(c2)CC(=O)N([C@H](C)CO)C[C@@H](C)[C@H](CN(C)C(=O)Nc2ccccc2)O3)cc1	5	29	-4	-16	9	11	-17	-4
Cc1nn2c(NCCN3CCOCC3)c3c(nc2c1-c1ccccc1)CCCC3	17	.	-1	1	-4	0	-4	-7
CCCC(=O)Nc1ccc2c(c1)OC[C@H](C)N(Cc1cccc(F)c1)C[C@@H](C)[C@@H](OC)CN(C)C2=O	-10	10	2	-2	39	-31	0	-3
CCCNC(=O)C[C@H]1C[C@H]2c3cc(NC(=O)CC4CC4)ccc3O[C@H]2[C@H](CO)O1	3	-5	-2	.	-32	5	-2	-3
Cc1ccc(-c2ccc([C@@H]3[C@@H](CO)N4C(=O)CN(C(=O)CN5CCOCC5)C[C@@H]34)cc2)cc1	-2	.	.	8	.	-9	13	.
CC(C)COC(=O)c1ccc(NC(=O)C2C3C=CC(C3)C2C(=O)O)cc1 (stereo unspecified)	-4	7	5	.	-2	4	-70	0
COc1ccc(C(=O)C2CC2c2ccc3c(c2)OCO3)cc1 (stereo unspecified)	-38	1	.	-14	.	10	.	0
CCC(C)[C@H]1COCCS(=O)(=O)N1Cc1ccccc1 (stereo partly specified)	.	1	7	-15	1	5	6	16
C[C@@H]1CN([C@@H](C)CO)S(=O)(=O)c2ccc(C#C[C@@H](C)O)cc2O[C@H]1CN(C)C(=O)C1CCCCC1	0	-3	1	.	0	12	20	10
CSc1nc2ccc(NC(=O)c3ccc(=O)[nH]c3)cc2s1	-7	-18	2	2	-2	16	-4	13

(more compounds)
Values run as follows: PGC1a acetyl inh, C2C12 statin, PglD DTNB, PAX8 inh HTS, Cneo AK release, GSIS activator, LGR2 antag, ARNT-TACC3 inh
CCS(=O)(=O)Nc1cccc(C(=O)CC2(O)C(=O)Nc3ccccc32)c1 (stereo unspecified)
  10, -4, -4, 6, -4, ., ., -6
CCC(NC(=O)COC(=O)C1CC2CCCC(C1)C2=O)c1ccc(Br)cc1 (stereo unspecified)
  -3, -17, -3, 1, 1, -5, -17, 0
CC1=C(C(=O)Nc2ccccc2)C(c2ccc(C(C)C)cc2)N2C(=O)CSC2=N1 (stereo unspecified)
  -8, 19, 5, ., 1, 21, 29, -2
Cc1ccsc1/C=N/NC(=O)C(N)=O
  -6, ., ., 12, ., 3, -17, -7
CCN(CC)S(=O)(=O)c1cccc(C(=O)Nc2ccc(S(=O)(=O)NC3=NCCCCC3)cc2)c1
  -7, 8, 3, 16, -1, 16, 6, 9
C[C@@H]1CN([C@H](C)CO)C(=O)Cc2cc(NC(=O)NC3CCCCC3)ccc2O[C@@H]1CN(C)C(=O)NC1CCCCC1
  14, -13, 7, ., 1, 3, 1, -9
COC(=O)c1ccc(CN2CCCC(CO)(Cc3ccccc3F)C2)cc1 (stereo unspecified)
  -19, -5, -3, -9, -5, -12, -2, 1
CC1=C(C(=O)OCc2ccccc2)C(c2ccc3c(c2)OCO3)NC(=O)N1CCCC(=O)O (stereo unspecified)
  ., -15, 6, -16, 1, 14, 1, .
CCOc1ccccc1NC(=O)Nc1ccc2c(c1)CCC2
  ., -10, -3, -58, -3, -21, -76, -32
Cc1cccc(NC(=O)c2ccccc2NC(=O)Cc2ccccc2)c1C
  -15, -34, -1, ., -5, -3, 14, -1
CCSc1ccccc1C(=O)Nc1cc(C)on1
  -8, 0, 5, 0, -1, ., ., .
Cc1ccc(NC(=O)CCC(=O)NNC(=O)COc2ccc([N+](=O)[O-])cc2)c(C)c1
  9, 10, -2, ., 0, -5, 7, -6
c1ccc(C[n+]2ccc3ccccc3c2)cc1
  ., ., ., 8, ., 3, -5, -10
Cc1noc(C)c1S(=O)(=O)Nc1ccc2c(c1)CC(=O)N([C@@H](C)CO)C[C@@H](C)[C@@H](CN(C)Cc1ccc(C(=O)Nc3ccccc3N)cc1)O2
  6, ., ., -5, ., -13, -17, .
Cc1[nH]n(-c2cccc([N+](=O)[O-])c2)c(=O)c1-c1ccccc1
  ., -3, 3, 5, 0, -17, 7, 0
CCNC(=S)N/N=C/c1c(Cl)cccc1Cl
  ., ., ., -1, ., 1, 4, 1
COc1cc2nc(=S)n3[nH]c(CCn4nc(C)cc4C)nc3c2cc1OC
  -1, -11, -5, -18, 0, ., ., 33
CCO/C=C1\C(=O)N(c2ccccc2)C(=O)c2ccccc21
  -5, 52, -1, ., 4, ., ., 2
O=C1CC(C(=O)N2CCc3ccccc32)CN1c1ccccc1 (stereo unspecified)
  -12, 0, 6, 6, 1, -9, 17, -3
COc1ccc(C2SCCN2C(=S)Nc2ccc(Cl)cc2)cc1 (stereo unspecified)
  -22, ., -3, -14, -3, -30, -18, -7
O=C(C[C@H]1CC[C@H]2[C@@H](COC[C@H](O)CN2Cc2cc(F)ccc2F)O1)NCc1ccc(Oc2ccccc2)cc1
  -6, -14, -3, ., -3, -12, -2, 0
Cc1c(CNCCc2ccccc2Cl)c(C(=O)O)c(C)n1-c1ccccc1
  ., ., ., 16, ., -1, 7, -3
CCCOc1ccccc1N/C(=N/c1nc(C)cc(C)n1)NC(=O)COc1ccc(OC)cc1
  -14, ., 3, ., 0, ., ., 2
Cc1cc(Br)ccc1NC(=O)CN(C)C(=O)C1CCN(C(=O)c2ccc(Cl)cc2)CC1
  11, 12, 2, -6, 1, ., 5, -6
CCN(CC)CCCn1c2c(c(SCC(=O)Nc3cccc(C)c3C)nc1=O)CCC2
  ., ., ., 2, ., -5, 14, 1
O=C(Nc1ccc(Cl)cc1C(=O)O)c1ccc2c(c1)C(=O)N(Cc1ccco1)C2=O
  ., ., -1, -7, -6, -4, 2, -7
CN1CCN(c2ncnc3c2ncn3[C@H]2CN(Cc3ccc(C(=O)O)cc3)C[C@@H](CO)O2)CC1
  5, -20, 7, 3, -1, 23, 7, .
CN1[C@@H]2c3ccc(-c4ccccc4F)c(=O)n3C[C@H]1[C@H](CO)[C@H]2C(=O)NCc1ccccn1
  ., 5, 2, ., 0, 0, -23, 22
O=C(C1CCC1)N1CC(=O)N2[C@@H](CO)[C@H](c3ccc(-c4cccnc4)cc3)[C@@H]2C1
  -9, ., ., -4, ., 8, 10, .
c1cn2c(-c3ccc(N4CCOCC4)cc3)cncc2n1
  ., 4, -2, 12, 11, 5, -21, .
O=C(CSc1nc2ccccc2s1)NNC(=S)Nc1ccc(Br)cc1
  -15, 25, 4, ., 2, ., ., 1

Compounds as they come; overall some 2.9% were active at least once.
